Source: PubChem BioAssay
RORg inh: ROR gamma (mouse) transcription inhibition | P51450 | Drosophila S2 Gal4-RORgamma UAS-luciferase reporter, 20 h | Potency, µM (doses to about 53.6 µM), for inactives: at the top dose activity change, negative = inhibition, usual class: inhibitors | 310,000 tested, 5.4% active | AID 2551; also: potency is read from the fitted curve at half-maximal effect; % is scaled to controls: 0 for no effect and ±100 for the full control effect; nearly all actives have a fitted effect of over 60% in size
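Read-out: Photinus luciferase luminescence; inhibitors lower reporter signal. Insect Schneider cells with Gal4-ROR gamma fusion under metallothionein promoter, UAS reporter; 700 uM final copper sulfate induction, 20 hr, ambient temperature.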
ELG1 genotoxic: inducers of genotoxicity in HEK293T ELG1-luciferase cells; Potency, µM (titrated, usually from 46 µM), without a hit: at the highest dose activity change, positive = activation, usual class: activators; 330,000 tested, 1.3% active; HEK293T ELG1-luciferase reporter, luminescence, 16 h; also: potency is read from the fitted curve at half-maximal effect; % of control where 0% means no effect; nearly all actives have a fitted effect of over 60% in size
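Quantitative HTS format in 1536-well plates. HEK293T ELG1-luciferase reporter cells receive test compound and are incubated 16 hr at 37 °C, 5% CO2; ONE-Glo added, 30 min room temperature, then luminescence read.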
FLuc counter: firefly luciferase modulation, counter-screen for miR-21 project | 360,000 tested, 6.9% active | P08659 | purified FLuc, Km substrates, luminescence inhibition | Potency, µM (top dose mostly 57.5 µM), inactives show at the highest dose activity change, negative = inhibition, most hits filed as inhibitors;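 also: potency is read from the fitted curve at half-maximal effect; plate controls were vehicle for no effect and reference inhibitor for full effect; nearly all actives have a fitted effect of over 55% in size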
Target sequence (P08659 whole entry, looked up): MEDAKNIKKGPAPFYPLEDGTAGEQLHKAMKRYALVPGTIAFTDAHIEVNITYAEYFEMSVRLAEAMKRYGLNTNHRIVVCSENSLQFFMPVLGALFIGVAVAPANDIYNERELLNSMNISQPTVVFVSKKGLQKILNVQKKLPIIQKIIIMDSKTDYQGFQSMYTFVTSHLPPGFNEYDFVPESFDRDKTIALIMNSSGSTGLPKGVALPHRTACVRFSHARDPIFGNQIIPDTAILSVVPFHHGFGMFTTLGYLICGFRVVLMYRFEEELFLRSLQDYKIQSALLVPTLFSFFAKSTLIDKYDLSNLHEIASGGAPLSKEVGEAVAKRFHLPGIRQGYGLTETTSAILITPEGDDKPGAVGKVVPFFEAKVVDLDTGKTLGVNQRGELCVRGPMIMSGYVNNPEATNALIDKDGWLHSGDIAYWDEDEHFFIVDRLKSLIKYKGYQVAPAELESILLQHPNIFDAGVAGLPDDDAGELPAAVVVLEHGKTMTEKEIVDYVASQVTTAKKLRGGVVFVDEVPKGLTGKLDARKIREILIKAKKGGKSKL
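Purified P. pyralis luciferase (10nM final) with 10uM D-luciferin and 10uM ATP (Km levels) in 50mM Tris acetate pH 7.5, 10mM Mg acetate, 0.01% Tween-20, 0.05% BSA; qHTS 6-point titration, ~60 µM downward; luminescence read.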
Tb PFK block: inhibitors of T. brucei phosphofructokinase; O15648; T. brucei PFK, ADP-Glo luminescence; Potency, µM (titrated, usually from 57.5 µM), without a hit: at the highest dose activity, negative = inhibition, usual class: inhibitors; 330,000 tested, 0.17% active; AID 485367;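 also: potency is read from the fitted curve at half-maximal effect; 0% = uninhibited 1x PFK enzyme wells and -100% = no-enzyme wells; nearly all actives have a fitted effect of over 60% in size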
Target sequence (O15648 whole entry, looked up): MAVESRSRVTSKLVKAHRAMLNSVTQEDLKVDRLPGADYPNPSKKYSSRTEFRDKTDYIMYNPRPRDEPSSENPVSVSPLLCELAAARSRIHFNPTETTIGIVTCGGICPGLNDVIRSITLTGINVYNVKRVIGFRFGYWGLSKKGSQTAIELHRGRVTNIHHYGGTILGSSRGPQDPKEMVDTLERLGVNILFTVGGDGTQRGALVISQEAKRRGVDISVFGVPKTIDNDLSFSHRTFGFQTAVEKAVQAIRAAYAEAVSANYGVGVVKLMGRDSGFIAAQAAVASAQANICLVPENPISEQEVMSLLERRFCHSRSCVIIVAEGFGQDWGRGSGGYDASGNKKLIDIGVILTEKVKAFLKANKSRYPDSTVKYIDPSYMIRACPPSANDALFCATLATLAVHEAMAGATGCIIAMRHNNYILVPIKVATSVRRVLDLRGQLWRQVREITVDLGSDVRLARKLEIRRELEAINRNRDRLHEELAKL
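In TEA buffer at pH 8.0 with 5 mM MgCl2, enzyme (1.25 nM) converted F6P (0.5 mM) and ATP (0.1 mM) for 45 min at room temperature. ADP product was read by luciferase luminescence.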
BRCA1 expr up: activators of BRCA1 expression; MCF7-BRCA1-FFLuc reporter, luminescence, 48 h; response scale: scaled: vehicle 0%, 10 µM genistein 100%; Potency, µM (doses to about 46.1 µM), for the others: top-dose activation, most hits filed as activators; 380,000 tested, 1.1% active; AID 624202; also: potency is read from the fitted curve at half-maximal effect; nearly all actives have a fitted effect of over 80% in size; some results filed as inactive show a strong effect at the top dose
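Luminescence from a BRCA1-driven firefly luciferase in MCF7 cells was the read-out, taken 15 min after substrate addition following 48 h compound exposure at 37 °C. Data were normalized to a 10 microM genistein control and DMSO vehicle.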
NPC1 prom act: activators of NPC1 promoter | Huh7 NPC1 promoter luciferase reporter, 24 h | Potency, µM (series often up to 9.22 µM), inactives show top-dose activation, most hits filed as activators | 320,000 tested, 2.4% active | AID 485313;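 also: potency is read from the fitted curve at half-maximal effect; % of control where 0% means no effect; nearly all actives have a fitted effect of over 60% in size; reporter is driven by a mutant NPC1 promoter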
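Luminescence read-out of NPC1 promoter-driven luciferase in stably transfected Huh7 cells; compounds delivered in DMSO and left 24 h at 37C, 5% CO2, qHTS titration format.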
VP16 counter: inhibits Gal4-VP16 luciferase reporter, ROR gamma counter-screen | Drosophila S2 Gal4-VP16 UAS-luciferase, luminescence, 20 h | Potency, µM (top dose mostly 53.6 µM), for the others: at the top dose activity, negative = inhibition, most hits filed as inhibitors | 310,000 tested, 3.5% active;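 also: Gal4-VP16 expression switched on by copper sulfate through the metallothionein promoter; potency is read from the fitted curve at half-maximal effect; % is scaled to controls: 0 for no effect and ±100 for the full control effect; nearly all actives have a fitted effect of over 50% in size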
ELG1 repair inh: blocks ELG1-dependent DNA repair in HEK293T cells; 330,000 tested, 2.3% active; Potency, µM (highest dose often 46.1 µM), for inactives: at the top dose activity change, negative = inhibition, most hits filed as inhibitors; HEK293T ELG1-luciferase reporter, luminescence, 16 h; DNA damage induced by 5-fluorouridine; also: potency is read from the fitted curve at half-maximal effect; % is scaled to controls: 0 for no effect and ±100 for the full control effect; nearly all actives have a fitted effect of over 55% in size
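Overnight (16 hr) co-exposure of 2,000 cells/well to 5-fluorouridine and compound at 37 °C preceded detection. Luciferase was quantified via ONE-Glo luminescence; loss of signal denotes inhibition.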
p53 reactivator: mutant p53 re-activation in reporter cells. 320,000 tested, 0.063% active. H1299 p53-A138V BP100-luciferase reporter, luminescence, 24 h. Potency, µM (doses to about 92.2 µM), for the others: at the top dose activity change, positive = activation, usual class: activators; also: potency is read from the fitted curve at half-maximal effect; % of control where 0% means no effect; nearly all actives have a fitted effect of over 45% in size
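H1299 (p53-null), stable ts p53-A138V + BP100-Luc; 1000 cells/well, Opti-MEM/10% FBS; cpd 4 pt, 1:5; 24 h, 37 deg C, 5% CO2; detection reagent 10 min RT; luminescence.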
Rab9 promoter act: activates the Rab9 promoter | Huh7 Rab9 promoter-luciferase reporter, luminescence, 24 h | Potency, µM (highest dose often 9.22 µM), inactives show top-dose activation, negative = inhibition, most hits filed as activators | 320,000 tested, 2.8% active | AID 485297; also: potency is read from the fitted curve at half-maximal effect; % of control where 0% means no effect; nearly all actives have a fitted effect of over 60% in size
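Measured in stably transfected Huh7 cells bearing a Rab9 promoter–luciferase construct: 24 h compound treatment at 37 °C, followed by luminescence detection.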
TRPV1 agonist: activates the human vanilloid receptor TRPV1 | Q8NER1 | TRPV1-expressing cells, Fluo-8 calcium influx, agonist mode | activation, % at 8.33 µM | 320,000 tested, 0.19% active; in the data active = activation above about 80%; inconclusive = between about 30% and that limit; also: 0% is about no effect
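Fluo-8 calcium influx in TRPV1-expressing cells, kinetic read (ex 480/em 520 nm). Compound added and read 3 min for agonist activity, followed by capsaicin at EC20 final and 2 min further read for enhancement.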
Starred values were filed as active, the others as inactive; ? = inconclusive; nt = no result given; [ ] = dose if it differs, or a comment. Unless noted, calls follow the shape of the dose curve; as a rule, active = well fitted curve in the direction sought with a large enough effect; inconclusive = small, poorly fitted or top-dose-only effect, or another doubt; inactive = no such curve, though single readings can be large; an effect the other way counts as inactive or inconclusive. Not a hit list. Share with any hit: about 15%.

| Molecule | Rab9 promoter act | FLuc counter | TRPV1 agonist | Tb PFK block | RORg inh | VP16 counter | ELG1 genotoxic | ELG1 repair inh | BRCA1 expr up | NPC1 prom act | p53 reactivator |
| --- | --- | --- | --- | --- | --- | --- | --- | --- | --- | --- | --- |
| CN(C1CCCCC1)S(=O)(=O)c1cccc(C(=O)OCC(=O)NC2CCCc3ccccc32)c1 (stereo not given) | 1% | -1% | 2 | -1% | 10% | 4% | 0% | -2% | -6% | 1% | 5% |
| O=C(c1ccc(F)cc1)N1CCC(C(=O)N2CCN(S(=O)(=O)c3cccc(Cl)c3)CC2)CC1 | -7% | 2% | 0 | 11% | nt | nt | -11% | 0% | -23% | -1% | -2% |
| Cc1cccc(NC(=O)c2cnc3sccn3c2=O)c1C | 1.1µM* | 2.7µM* | 1 | -8% | 45% | -10% | 4.1µM* | ? | nt | ? | 11% |
| Cc1ccn2c(C(=O)c3ccc(Cl)cc3)cnc2c1 | 1.4µM* | 2.1µM* | ? | -4% | ? | -34% | 1.2µM* | ? | ? | 3.5µM* | ? |
| O=C(N/N=C/c1ccco1)c1cc(Br)ccc1OCc1ccccc1 | 5% | 0% | 1 | -7% | ? | -17% | 4% | -1% | -13% | -2% | -2% |
| CC1CC(C)CN(C(=O)CSc2nnc(-c3ccco3)o2)C1 (stereo not given) | -4% | -4% | -1 | 0% | 21% | 8% | -27% | 1% | 0% | -5% | 6% |
| O=C(NCC(=O)N(Cc1cccs1)C(C(=O)NC1CCCCC1)c1cccnc1)c1ccco1 (stereo not given) | 1% | 2% | -1 | 0% | -20% | 4% | 0% | 20% | -41% | -5% | -2% |
| COCCNC(=O)C(c1cccs1)N(Cc1cccs1)C(=O)Cn1nnc2ccccc21 (stereo not given) | 6% | 11% | -5 | -6% | ? | -6% | 0% | -9% | -5% | 3% | 13% |
| Cc1cc(C)nc(SCc2nnc(SCc3ccccc3Cl)o2)n1 | -1% | -1% | 14 | -1% | -9% | -3% | 0% | 10% | -20% | 1% | -8% |
| COc1ccc(C2/C(=C(/O)c3ccc(C)cc3)C(=O)C(=O)N2CC2CCCO2)cc1OC (stereo not given) | -1% | -7% | -1 | -13% | 5% | 4% | 1% | 12% | -25% | 0% | 1% |
| CCCCOc1ccc(CSC(=N)N)cc1[N+](=O)[O-] | 5% | 5% | 0 | -2% | ? | -1% | -4% | -21% | -99%[inhibitor] | 2% | 2% |
| CC(=O)Oc1c(C)cc(Cl)cc1C(=O)Nc1ccc([N+](=O)[O-])cc1Cl | -49%[inhibitor] | ? | 15 | 1% | 1µM* | 1µM* | ? | ? | 25% | -32%[inhibitor] | ? |
| CC(Sc1ccc(S(=O)(=O)N2CCCC2)cn1)C(N)=O (stereo not given) | 1% | 0% | 0 | 5% | nt | nt | 1% | 20% | 4% | -4% | 5% |
| Cc1ccc(C)c(NC(=O)CSc2ccc(-c3cccs3)nn2)c1 | -7% | 1% | 8 | 0% | ? | -28% | 0% | 1% | -21% | -1% | -9% |
| CC(C)(C)C(=O)Nc1ccc2c(c1)OCCOCCOc1cc(NC(=O)C(C)(C)C)ccc1OCCOCCO2 | -9% | 4% | 0 | -1% | 27% | -8% | -1% | 7.3µM* | 2% | -3% | 2% |
| Oc1ccc(C2CNCc3sccc32)cc1O (stereo not given) | -4%[46.1 µM] | ? | 2 | ? | nt | nt | -12% | 1% | 4% | 5%[46.1 µM] | -18% |
| Cc1ccc(C2(C)NC(=O)N(CC(=O)NNC(=O)c3ccccc3F)C2=O)cc1 (stereo not given) | 11% | 0% | 3 | 0% | nt | nt | 19% | 3% | -80%[inhibitor] | 1% | 2% |
| Cc1cccc(C)c1Nc1nnc(SCC(=O)Nc2sccc2C#N)s1 | -4% | -3% | -2 | 1% | -40% | -3% | -1% | -26% | -10% | 2% | -15% |
| CCOC(=O)c1ccc(-n2nc(C)cc2C)cc1 | 15% | -17% | nt | -1% | 2% | 5% | 4% | -3% | 1% | 1% | 4% |
| C/C=C(/C)C(=O)O[C@@H]1c2c(ccc3ccc(=O)oc23)O[C@@H]1C(C)(C)OC(C)=O | -7% | 5% | 23 | -5% | 16% | 0% | 0% | -20% | -3% | -4% | -6% |
| COc1ccc(NC(=O)CN(C)C(=O)CCCc2c[nH]c3ccccc23)cc1 | -2% | 5% | 0 | 3% | nt | nt | 6% | ? | -10% | -1% | 8% |
| O=C(CSc1nc2c(cnn2-c2ccccc2)c(=O)[nH]1)c1ccc(Cl)cc1 | 1% | 3% | 1 | -1% | ? | -10% | -3% | 1% | -2% | -5% | -2% |
| O=C(CS(=O)(=O)c1ccccc1)N1CCc2ccccc21 | 2.5µM* | 15µM* | 14 | 5% | 23% | 2% | ? | ? | ? | 4µM* | 15% |
| COCc1ccc(C(=O)NC2CC(C)(C)Cc3c2cnn3-c2ccc(OC)cc2)o1 (stereo not given) | -5% | -1% | 1 | 1% | 17% | -17% | 0% | 9% | -27% | 0% | -5% |
| Cc1ccc(CN2C(=O)CCC2C(=O)NCCN2CCOCC2)cc1 (stereo not given) | -1% | 3% | 12 | 3% | -10% | -5% | -2% | 1% | 11% | -4% | 0% |
| COC(=O)C1=CN(c2ccc(F)cc2)C=C(C(=O)OC)C1c1ccc([N+](=O)[O-])cc1 | 3% | -3% | -2 | 0% | -29% | -4% | -5% | -13% | -31% | -4% | -1% |
| O=C(CSc1ccc(Cl)cc1)Nc1cccc(-c2nnc(-c3ccco3)o2)c1 | ? | 0% | 0 | -5% | -16% | ? | 15% | ? | 58% | ? | ? |
| CCCc1nc(SCC(=O)N2CCc3ccccc32)c2c(=O)n(C)c(=O)n(C)c2n1 | -1% | 9% | 1 | -2% | 1% | -8% | 3% | 19% | nt | -5% | -3% |
| CCC/C(O)=C1\C(=O)CCCC1=NCCc1c(C)[nH]c2ccc(C)cc12 | -3% | 1% | 21 | -6% | 8% | -1% | -8% | ? | -10% | -6% | -6% |
| COc1ccc(CNC(=O)c2cccc(-c3ccc(C)c4ccccc34)n2)cc1 | -7% | -15% | -8 | 1% | 2% | ? | -1% | -11% | -21% | -6% | -1% |
| CCc1cccc(CC)c1NC(=O)C1CC(=O)N(c2ccc3c(c2)OCCO3)C1 (stereo not given) | -8% | 2% | -6 | -6% | -2% | -2% | 0% | 3% | 0% | -2% | -5% |
| Cc1ccc2c(c1)Oc1ccc(NC(=O)CCCl)cc1C(=O)N2 | -3% | -7% | 0 | -1% | 24% | -5% | 12% | ? | -51% | -16% | -5% |
| Cn1c(SCC(=O)N2CCOCC2)nnc1-c1ccc(Cl)cc1Cl | -3% | -1% | 1 | 2% | 3% | 7% | 0% | 4% | -21% | 0% | -4% |
| CCC(C)N1C(=O)N(C)C2NC(=O)NC21 (stereo not given) | -4% | 1% | -2 | -3% | 0% | -1% | 0% | 4% | 15% | -6% | -2% |
| CC1CCCCC1NC(=O)CSc1nnnn1C (stereo not given) | -2% | 0% | 2 | 0% | nt | nt | 1% | 17% | 12% | 0% | 12% |
| O=C(NCc1ccco1)c1cnn2c(C(F)(F)F)cc(-c3ccccc3)nc12 | -2% | -1% | ? | -2% | 16µM* | 11µM* | -1% | ? | -38% | 0% | 14% |
| CSc1nc(-c2ccc(C)cc2)nc(C(Cl)Cl)n1 | -36%[inhibitor] | 8% | nt | 0% | ? | 0% | 1% | ? | -49% | -37%[inhibitor] | 0% |
| O=[N+]([O-])c1cnn(-c2nc(-c3ccco3)cc(C(F)(F)F)n2)c1 | 2% | -1% | 1 | 2% | 7% | 6%[10 µM] | 5% | -5% | 0% | -1% | -1% |
| Cc1cccc(C(CC(=O)NCc2ccco2)c2ccccc2)c1O (stereo not given) | -1% | 0% | 11 | 0% | 33% | -15% | -8% | -16% | -9% | -5% | 2% |
| C/C(=N\NC(=O)c1ccccc1O)C1C(=O)c2ccccc2C1=O | 28% | 13µM* | -2 | 18% | 3.5µM* | 3.2µM* | 8.2µM* | ? | -7%[1.84 µM] | ? | ? |
| CCOC(=O)/C(C#N)=C/c1cn(CCC(=O)O)nc1-c1ccc(Br)cc1 | -6% | -19% | 5 | 5% | 2% | 4% | -1% | 3% | 2% | -7% | -3% |
